KCNH2 3.1 inh – blocks the human KCNH2 3.1 channel isoform; U2OS KCNH2 3.1, thallium flux FluxOr; stronger effect = lower value; activity change, % (tested at about 1.8 µM); 340,000 tested, 0.95% active;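 active = maximum activity change below -70%; inconclusive = maximum activity change from -70% to -50%; inactive = maximum activity change above -50%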;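 note: thallium influx rate constant from kinetic fluorescence after stimulation buffer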
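Measured as rate of thallium-driven FluxOr signal in transduced U2OS cells carrying the 3.1 channel, read kinetically for 2 min upon stimulation; values are rate constants scaled to DMSO control wells.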
USP2a block – inhibitors of human ubiquitin-specific protease USP2a; USP2 core, Ub-CHOP2 coupled fluorogenic reporter, 485/531; Potency, µM (highest dose often 38.3 µM), for inactives: at the top dose activity change, negative = inhibition, hits mostly inhibitors; AID 463254; 330,000 tested, 0.01% active;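 note: potency is the fitted concentration of half-maximal effect; plate controls were DMSO wells for no effect and full inhibition by NEM control for full effect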
Target sequence (O75604 whole entry, looked up): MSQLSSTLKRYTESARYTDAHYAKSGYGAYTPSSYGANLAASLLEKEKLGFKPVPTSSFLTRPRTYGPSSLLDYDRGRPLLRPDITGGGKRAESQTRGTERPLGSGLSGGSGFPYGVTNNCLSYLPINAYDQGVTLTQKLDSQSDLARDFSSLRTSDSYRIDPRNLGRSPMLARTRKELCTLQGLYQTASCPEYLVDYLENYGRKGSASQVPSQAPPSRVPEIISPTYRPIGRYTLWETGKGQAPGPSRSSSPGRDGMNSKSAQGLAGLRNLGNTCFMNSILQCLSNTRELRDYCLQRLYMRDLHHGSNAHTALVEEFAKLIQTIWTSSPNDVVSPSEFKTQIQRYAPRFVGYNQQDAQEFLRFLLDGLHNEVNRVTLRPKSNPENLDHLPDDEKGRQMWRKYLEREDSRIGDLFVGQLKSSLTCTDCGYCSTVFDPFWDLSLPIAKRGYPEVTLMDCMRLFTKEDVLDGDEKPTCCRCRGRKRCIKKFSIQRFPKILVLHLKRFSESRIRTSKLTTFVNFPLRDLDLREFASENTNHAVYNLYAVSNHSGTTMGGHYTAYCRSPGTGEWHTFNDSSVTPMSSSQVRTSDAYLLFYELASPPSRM
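USP2 core (10nM final) preincubated 30min RT with compound in 20mM Tris-HCl pH 8.0, 2mM CaCl2, 2mM beta-mercaptoethanol, 0.05% CHAPS; 25nM Ub-CHOP2 plus 25nM reporter substrate added, fluorescence (Ex485/Em531) read after 60min.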
PKM2 act – increases activity of human pyruvate kinase M2; P14618; purified PKM2, Kinase-Glo ATP luminescence, activation; response scale: 0% is enzyme alone, no compound; Potency, µM (series often up to 57.5 µM), for the others: at the top dose activation, actives largely listed as activators; 260,000 tested, 0.34% active; AID 1631; note: potency is the fitted concentration of half-maximal effect; nearly all actives have a fitted effect of over 55% in size
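ATP formation by purified human PK-M2, quantified via coupled luciferase luminescence after 1 h at room temperature with 0.1 mM ADP and 0.5 mM PEP final.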
FBPA coupling cs – inhibits coupling enzyme system, counter-screen for aldolase hits; activity change, negative = inhibition, % at 58.2 µM, hits read low; AID 2472; 290,000 tested, 0.67% active; coupling enzyme system counterscreen, AmpLite Red fluorescence; in the data active = activity change below about -30%
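Activity here indicates interference with the coupling reaction, not aldolase inhibition. Compounds at 57.5 uM final met coupling enzymes for 10 min at RT; substrate and AmpLite Red detection followed, with a 525/598 nm fluorescence read after 20 min.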
KCNH2 WT inh – blocks the wildtype human KCNH2 potassium channel | Q12809 | U2OS, BacMam KCNH2, thallium flux FluxOr; stronger effect = lower value | activity change, % at 1.84 µM | 340,000 tested, 0.37% active | AID 720551;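 active = maximum activity change below -70%; inconclusive = maximum activity change between -70% and -50%; inactive = maximum activity change above -50%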
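U2OS cells transduced with wild-type KCNH2 virus are loaded with FluxOr dye for 45 min, and thallium flux is measured in kinetic reads before and after stimulation buffer. Rate constants are normalized to DMSO controls.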
uPA surface inh – cell surface uPA generation inhibition. 330,000 tested, 0.31% active. Potency, µM (series often up to 38.3 µM), inactives show top-dose activity change, negative = inhibition, usual class: inhibitors. AID 540303. cell surface uPA generation assay, qHTS; active = well fitted inhibition curve with a large enough effect; inconclusive = small, poorly fitted or top-dose-only effect; inactive = no such curve, though single readings can be large or run the other way; tested in mouse RAW 264.7 cells; note: potency is the fitted concentration of half-maximal effect; nearly all actives have a fitted effect of over 55% in size
BCR signal inh – chronic active BCR signaling inhibition; ABC-DLBCL IkBa-CBG/CBR reporter, luminescence ratio, 4 h; Potency, µM (series often up to 46.1 µM), for inactives: at the highest dose ratio change, negative = lower green/red ratio, actives largely listed as inhibitors; 340,000 tested, 0.05% active; AID 493014; active = well fitted inhibition curve with a large enough effect in the signal ratio, with a control signal flat, not every such curve was filed as active; inconclusive = small, poorly fitted or top-dose-only effect, or effect the other way, or a change in a side signal; the % refers to the signal ratio;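 note: potency is the fitted concentration of half-maximal effect; plate controls were basal doxycycline-induced cells for no effect and cells given 10 µM MG132 for full effect; MG132 reads +100%, hits lower the ratio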
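Compounds up to 46 uM were incubated four hours with TMD8 cells whose green CBG68 luciferase is fused to IkappaBalpha; red CBR luminescence normalised the signal, and concentration-effect curves were fitted to fusion, red and ratio data.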
Giardia kill – Giardia lamblia killing | Giardia lamblia trophozoite viability | activity change, % at 7.66 µM, hits read low | 340,000 tested, 0.15% active; in the data active = activity change below about -80%; inconclusive = between about -30% and that limit;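 note: parasites exposed to compound for two days anaerobically before the ATP read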
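Luminescence from cellular ATP indicates surviving trophozoites (100 cells/well) following 48 hrs anaerobic compound treatment at 37 deg C; signal develops 15-30 min at room temperature.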
B2AR arrestin – recruits beta-arrestin to the human beta2-adrenergic receptor; Potency, µM (doses to about 46.1 µM), for inactives: at the top dose activation, usual class: activators; beta-arrestin recruitment to beta2AR, cell-based reporter; 330,000 tested, 0.02% active;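 note: potency is the fitted concentration of half-maximal effect; 0% = DMSO controls and full agonism = EC100 isoproterenol or metaproterenol; nearly all actives have a fitted effect of over 65% in size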
GALK inh – blocks human galactokinase activity. Purified GALK, Kinase-Glo residual ATP luminescence. Potency, µM (doses to about 57.5 µM), without a hit: at the top dose activity change, negative = inhibition, actives largely listed as inhibitors. 270,000 tested, 0.007% active; note: potency is the fitted concentration of half-maximal effect
Target sequence (P51570 whole entry, looked up): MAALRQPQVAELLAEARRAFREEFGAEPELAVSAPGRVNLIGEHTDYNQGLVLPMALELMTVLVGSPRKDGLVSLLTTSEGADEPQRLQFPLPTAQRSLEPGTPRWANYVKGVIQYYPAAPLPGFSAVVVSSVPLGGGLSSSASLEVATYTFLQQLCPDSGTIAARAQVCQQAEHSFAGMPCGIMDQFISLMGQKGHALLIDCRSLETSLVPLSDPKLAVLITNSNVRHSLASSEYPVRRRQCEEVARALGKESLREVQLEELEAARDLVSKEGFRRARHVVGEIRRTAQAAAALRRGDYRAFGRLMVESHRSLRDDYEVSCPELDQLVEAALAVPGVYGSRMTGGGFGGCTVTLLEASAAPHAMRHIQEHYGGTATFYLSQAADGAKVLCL
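The enzyme phosphorylates galactose (100 uM) using ATP (35 uM); inhibition is detected as higher residual ATP, quantified by bioluminescence after 1 h reaction at room temperature, pH 8.0.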
Eya2 phos inh – blocks the phosphatase activity of human Eya2; Potency, µM (doses to about 76.9 µM), inactives show at the highest dose activity, negative = inhibition, hits mostly inhibitors; recombinant Eya2, OMFP fluorescence dephosphorylation (OMFP is methylfluorescein phosphate); 330,000 tested, 0.006% active; O00167; note: potency is the fitted concentration of half-maximal effect
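Eya2 protein (added as 0.2 uM solution) was preincubated with compound for 10 min at ambient temperature in 50 mM HEPES pH 7.5, 50 mM NaCl, 5 uM MgCl2, 0.05% BSA, 1 mM DTT. OMFP (added at 50 uM) then reacted 10 min; fluorescence read at 485/525 nm.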
* = called active by the depositor; & = joins results of further samples; [ ] = dose if it differs, or a comment. Unless noted, calls come from the whole dose curve; as a rule, active = well fitted curve in the direction sought with a large enough effect; inconclusive = small, poorly fitted or top-dose-only effect, or another doubt; inactive = no such curve, though single readings can be large; an effect the other way counts as inactive or inconclusive. Unless noted, % is set by controls: 0 for no effect and ±100 for the full control effect.

How did O=C(COC(=O)c1ccc([N+](=O)[O-])s1)NNC(=O)c1ccccc1 do in these assays?
KCNH2 3.1 inh: -2; USP2a block: 2%; KCNH2 WT inh: -7; uPA surface inh: -17%; BCR signal inh: 2%; Giardia kill: inconclusive; B2AR arrestin: 0.0%; Eya2 phos inh: 8%

Results for O=c1[nH]c2ccc(NC(=S)Nc3ccc(Cl)cc3Cl)cc2[nH]1 ?
KCNH2 3.1 inh: -20; USP2a block: 1%; PKM2 act: 2%; FBPA coupling cs: 0; KCNH2 WT inh: -5; BCR signal inh: -11%; Giardia kill: 5; B2AR arrestin: 0.1%; GALK inh: -1%; Eya2 phos inh: 25%

What do the screens show for `COc1ccc(CCNC(=O)CN2CCN(c3cccc(Cl)c3)CC2)cc1OC`?
KCNH2 3.1 inh: 1; USP2a block: 1%; PKM2 act: 5%; FBPA coupling cs: 7; KCNH2 WT inh: 10; uPA surface inh: 0%; BCR signal inh: 0%; Giardia kill: 6; B2AR arrestin: 0.5%; GALK inh: 3%; Eya2 phos inh: -4%[15.4 µM]

How did O=C(NCc1cccnc1)C1CCCN(Cc2cnn(-c3ccccc3)c2-n2cccc2)C1 (stereo not given) do in these assays?
KCNH2 3.1 inh: 5; USP2a block: 5%; PKM2 act: 0%; FBPA coupling cs: 1; KCNH2 WT inh: 2; uPA surface inh: -3%; BCR signal inh: 8%; Giardia kill: 10; B2AR arrestin: 0.1%; GALK inh: 1%; Eya2 phos inh: 17%

How did COc1ccc(NC(=O)CCCNC(=O)Cn2cnc3sc(C)c(C)c3c2=O)cc1OC do in these assays?
KCNH2 3.1 inh: -10; USP2a block: 1%; PKM2 act: 2%; FBPA coupling cs: 1; KCNH2 WT inh: 8; uPA surface inh: 10%; BCR signal inh: 1%; Giardia kill: -8; B2AR arrestin: 0.2%; GALK inh: 1%; Eya2 phos inh: -5%

Results for Cc1ccc(-c2nc3c(Cl)cc(Cl)cc3c(=O)n2O)cc1 ?
KCNH2 3.1 inh: 9; USP2a block: -2%; FBPA coupling cs: -1; KCNH2 WT inh: 5; uPA surface inh: -6%; BCR signal inh: -2%; Giardia kill: 1; B2AR arrestin: 0.1%; GALK inh: 6%; Eya2 phos inh: 16%

Results for N#Cc1c(N)nc(SCc2ccncc2)c(C#N)c1-c1cccs1 ?
KCNH2 3.1 inh: 1; USP2a block: -5%; PKM2 act: 11%; FBPA coupling cs: 4; KCNH2 WT inh: 2; BCR signal inh: inconclusive; Giardia kill: 6; B2AR arrestin: 0.0%; GALK inh: -7%; Eya2 phos inh: -12%

What do the screens show for `Cc1cccn2c(=O)c3cc(C(=O)NCCN4CCOCC4)c(=N)n(CCc4ccccc4)c3nc12`?
KCNH2 3.1 inh: -9; USP2a block: 3%; PKM2 act: -2%; FBPA coupling cs: 4; KCNH2 WT inh: -2; uPA surface inh: 1%; BCR signal inh: 5%; Giardia kill: 13; B2AR arrestin: -0.3%; GALK inh: 0%; Eya2 phos inh: 14%

How did CC(=O)N1CCc2cc(S(=O)(=O)NCCC(=O)Nc3cccc(C)c3)ccc21 do in these assays?
KCNH2 3.1 inh: 1; USP2a block: 1%; PKM2 act: 17%; FBPA coupling cs: 3; KCNH2 WT inh: 0; uPA surface inh: 3%; BCR signal inh: -2%; Giardia kill: 9; B2AR arrestin: 4.7%; GALK inh: 0%; Eya2 phos inh: 4%

How did COc1ccccc1NC(=O)CN(Cc1ccccc1)S(C)(=O)=O do in these assays?
KCNH2 3.1 inh: 1; USP2a block: 0%; PKM2 act: 1%; FBPA coupling cs: 7; KCNH2 WT inh: 8; uPA surface inh: 0%; BCR signal inh: -16%; Giardia kill: -7; B2AR arrestin: -0.7%; GALK inh: -2%; Eya2 phos inh: -8%

What do the screens show for `Cc1cc(C)n2c(SCC(=O)Nc3cc(S(=O)(=O)N(C)C)ccc3C)nnc2n1`?
KCNH2 3.1 inh: -2; USP2a block: 1%; KCNH2 WT inh: -2; uPA surface inh: -1%; BCR signal inh: inconclusive; Giardia kill: -11; B2AR arrestin: -0.2%; Eya2 phos inh: -3%

Results for COC(=O)c1nc2cc(C)ccn2c1F ?
KCNH2 3.1 inh: 0; USP2a block: 1%; PKM2 act: 2%; FBPA coupling cs: 1; KCNH2 WT inh: -14; uPA surface inh: -11%; BCR signal inh: 0%; Giardia kill: -6; B2AR arrestin: -0.5%; GALK inh: -1%; Eya2 phos inh: 5%

How did CN(CC(=O)Nc1c(Cl)cccc1Cl)C(=O)c1cccc(S(=O)(=O)NCc2ccccc2)c1 do in these assays?
KCNH2 3.1 inh: -1; USP2a block: 0%; KCNH2 WT inh: 3; uPA surface inh: 4%; BCR signal inh: -5%; Giardia kill: 7; B2AR arrestin: 0.1%; Eya2 phos inh: 19%

What do the screens show for `O=C(CSc1nnc(-c2ccccn2)o1)Nc1ccccc1`?
KCNH2 3.1 inh: -1; USP2a block: 3%; PKM2 act: 21%; FBPA coupling cs: 0; KCNH2 WT inh: -10; uPA surface inh: -1%; BCR signal inh: inconclusive; Giardia kill: 3; B2AR arrestin: -0.3%; GALK inh: 5%; Eya2 phos inh: 9%

What do the screens show for `CCOC(=O)N1C2=NC(C(=O)OC)=C(C(=O)OC)[C@@H]3N(C)c4ccccc4[C@]23C[C@H]1C(=O)OC`?
KCNH2 3.1 inh: 16; USP2a block: 0%; PKM2 act: 5%[11.5 µM]; FBPA coupling cs: 1&-2; KCNH2 WT inh: 16; uPA surface inh: inconclusive; BCR signal inh: inconclusive; Giardia kill: -22; B2AR arrestin: -0.4%; GALK inh: -2%; Eya2 phos inh: 0%

What do the screens show for `CCOc1ccccc1NC(=O)Cn1cnc2c(nnn2-c2cccc(OC)c2)c1=O`?
KCNH2 3.1 inh: 15; USP2a block: 0%; PKM2 act: 7%; FBPA coupling cs: 0; KCNH2 WT inh: 8; uPA surface inh: 8%; BCR signal inh: -7%; Giardia kill: 19; B2AR arrestin: -0.6%; GALK inh: -4%; Eya2 phos inh: -26%

Results for COC(C[C@@H]1O[C@H]1[C@@H](O)[C@@H](C)OCc1ccccc1)OC ?
KCNH2 3.1 inh: 17; USP2a block: -4%; PKM2 act: 0%; FBPA coupling cs: 1; KCNH2 WT inh: -3; uPA surface inh: 4%; BCR signal inh: -2%; Giardia kill: -5; B2AR arrestin: -0.1%; GALK inh: 0%; Eya2 phos inh: 2%

Results for CC(=O)C1=NN(c2ccccc2)C(c2cccs2)N1c1ccccc1 (stereo not given) ?
USP2a block: 2%; PKM2 act: 0%; FBPA coupling cs: -3; BCR signal inh: -13%; B2AR arrestin: 0.1%; GALK inh: -1%; Eya2 phos inh: 0%

Results for CCOC(=O)c1cc(-c2cccc(C(F)(F)F)c2)nc2nc(SC)[nH]c(=O)c12 ?
KCNH2 3.1 inh: 6; USP2a block: 2%; PKM2 act: -1%; FBPA coupling cs: 2; KCNH2 WT inh: 0; uPA surface inh: -9%; BCR signal inh: inconclusive; Giardia kill: 7; B2AR arrestin: 1.4%; Eya2 phos inh: 0%

Results for Nc1nc(COc2ccc(F)cc2Cl)nc(N2CCCCC2)n1 ?
KCNH2 3.1 inh: -16; USP2a block: -3%; FBPA coupling cs: 2; KCNH2 WT inh: 10; uPA surface inh: 4%; BCR signal inh: -8%; Giardia kill: 7; B2AR arrestin: 0.2%; GALK inh: 17%; Eya2 phos inh: 9%

What do the screens show for `CSC1=NSC2=NC(=O)/C(=C\c3coc4ccccc4c3=O)C(=N)N12`?
KCNH2 3.1 inh: 14; USP2a block: inconclusive; PKM2 act: 16%; FBPA coupling cs: 5; KCNH2 WT inh: -4; uPA surface inh: 0%; BCR signal inh: inconclusive; Giardia kill: 6; B2AR arrestin: -1.7%; Eya2 phos inh: inconclusive

What do the screens show for `CCO[C@@H]1OC(C(=O)N2CCCCCCC2)=C[C@H](c2ccc3c(c2)OCO3)[C@H]1CCCO`?
KCNH2 3.1 inh: 32; USP2a block: 0%; PKM2 act: 2%; FBPA coupling cs: 1; KCNH2 WT inh: 4; uPA surface inh: -1%; BCR signal inh: 2%; Giardia kill: 16; B2AR arrestin: -0.3%; GALK inh: -3%; Eya2 phos inh: -5%

What do the screens show for `CCCCNC(=O)c1onc(CSc2cccc(F)c2)c1C(=O)O`?
KCNH2 3.1 inh: -4; USP2a block: -1%; PKM2 act: -2%; FBPA coupling cs: 11; KCNH2 WT inh: 2; uPA surface inh: -5%; BCR signal inh: inconclusive; Giardia kill: 9; B2AR arrestin: -0.8%; GALK inh: 0%; Eya2 phos inh: 13%

How did CCN(CC)c1ncnc2sc(C(=O)N3CCN(c4ccc(OC)cc4)CC3)c(C)c12 do in these assays?
KCNH2 3.1 inh: 9; USP2a block: 0%; PKM2 act: 4%; FBPA coupling cs: 4; KCNH2 WT inh: 1; uPA surface inh: 1%; BCR signal inh: 7%; Giardia kill: 12; B2AR arrestin: -0.2%; GALK inh: 0%; Eya2 phos inh: 7%

What do the screens show for `O=c1c2ccccc2cnn1-c1ccc(Br)cc1`?
KCNH2 3.1 inh: -7; USP2a block: 2%; PKM2 act: -9%; FBPA coupling cs: 0; KCNH2 WT inh: 2; uPA surface inh: -11%; BCR signal inh: -14%; Giardia kill: inconclusive; B2AR arrestin: 4.6%; GALK inh: 0%; Eya2 phos inh: -4%

Screening data deposited in PubChem BioAssay by National Center for Advancing Translational Sciences (NCATS).
